From PubChem BioAssay
14-3-3 Bad inh = inhibitors of 14-3-3 zeta/Bad binding, primary screen, biochemical, TR-FRET, bovine 14-3-3 zeta; 14-3-3 protein zeta/delta (Bos taurus), P63103; TR-FRET 14-3-3zeta/Dy647-pBad peptide displacement, 1 h; inhibition, % at 21.7 µM; 0.71% of 220,000 active; AID 781, 2007;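 active = inhibition above about 70%, limit read from the data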;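 note: 0% = full 14-3-3 plus peptide FRET controls and 100% = background without 14-3-3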
EP2 modulator = EP2 receptor modulators, cAMP readout, primary screen, cell-based, HTRF cAMP, PGE2 stimulation; 0.83% of 260,000 active; EP2-expressing cells, cAMP HTRF FRET, PGE2 co-stimulation; Prostaglandin E2 receptor EP2 subtype (Homo sapiens), P43116; AID 940, 2007; induction, % at 25 µM;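 active = compounds whose cAMP rise, as percent of the full-agonist control response, exceeds 60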;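 note: rat C6 glioma line stably carrying human EP2 under a CMV promoter; the protocol text gives 20 µM as final concentration; 100% = response of wells given 1 µM PGE2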
EP2 antag = human EP2 receptor antagonists, primary screen, TR-FRET cAMP, C6 glioma cells; 0.52% of 260,000 active; inhibition, % at 25 µM; C6 glioma cells expressing human EP2; cells stimulated with saturating PGE2; Prostaglandin E2 receptor EP2 subtype (Homo sapiens), P43116;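 active = percent inhibition above 40 after rounding to a whole number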;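 note: rat C6 glioma host cells with rolipram phosphodiesterase inhibitor present; the protocol text gives 20 µM as final concentration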
L929 necroptosis = inhibitors of zVAD-triggered necroptosis, primary screen, L929 cells; viability rescue, % at 10 µM; AID 1377, 2008; L929 zVAD necroptosis rescue, ATP luminescence, 24 h; with zVAD 60 µM; 0.38% of 220,000 active;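 active = activation, scaled between plate controls, above about 75%, limit read from the data; inactive = activation under that limit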;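 note: 0% = zVAD with DMSO and 100% = DMSO alone without zVAD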
Hck-Nef inh = inhibitors of Nef-activated human Hck kinase, primary screen, biochemical, Z-Lyte FRET, 384-well, Hck-YEEI; Recombinant Hck-YEEI plus Nef, Z-Lyte FRET kinase assay; inhibition, % at 20 µM; 0.68% of 220,000 active;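 active = Hck-Nef kinase inhibition above about 50%, limit read from the data; inactive = inhibition below that limit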;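 note: 0% = DMSO with Hck plus Nef and 100% = Hck alone without Nef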
Rad51 HR inh = human RAD51 strand exchange inhibitors, primary screen, biochemical, fluorescence. DNA repair protein RAD51 homolog 1 (Homo sapiens), Q06609. 0.085% of 200,000 active. AID 1385, 2008. inhibition, % at 10 µM. hRad51 DNA strand exchange, fluorescence dequenching;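 active = inhibition above 40% at the single screening dose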;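 note: 0% = DMSO control wells and 100% = blanks with heterologous ssDNA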
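Material: hRad51 filaments on single-stranded DNA; Reagent: Donor/quencher-labelled 47-bp dsDNA substrate; Compound: 10 µM final, single point; Schedule: 37 °C 15-min filament assembly, 30-min compound preincubation, 15-min exchange; Technique: FRET fluorescence, excitation 485 nm, emission 520 nm; Benchmarks: control wells and blank wells on each plate.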
m-calpain inh = inhibitors of pig calpain II, primary screen, biochemical, fluorogenic peptide substrate, 1536-well; purified calpain II, 30 min; 0.37% of 220,000 active; AID 1236, 2008; inhibition, % at 16 µM;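 active = inhibition above about 50%, limit read from the data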
eIF4E 4G PPI = eIF4E–eIF4G protein interaction inhibitors, primary screen, biochemical, uHTS, TR-FRET, eIF4GI fragment. Eukaryotic translation initiation factor 4E (Mus musculus) + Eukaryotic translation …. TR-FRET eIF4E-eIF4GI(517-606) binding, 2 h. inhibition, % at 21.7 µM. 0.37% of 220,000 active;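 active = inhibition above about 30%, limit read from the data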;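 note: 0% = full FRET control wells and 100% = background wells lacking eIF4GI fragment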
Tb hexokinase = Trypanosoma brucei hexokinase 1 inhibitors, primary screen, biochemical, G6PDH-coupled NADH absorbance, MLSCN library; hexokinase 1 [Trypanosoma brucei]; recombinant TbHK1, G6PDH-coupled NADH A340; inhibition, % at 10 µM; 0.11% of 220,000 active;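 active = inhibition of 50% or more in the single-dose primary screen; inactive = inhibition below 50%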
* = called active by the depositor; x = no result given; & = joins results of further samples; [ ] = another dose, or the depositor's remark.

(1) COc1cccc(-c2nc(NCc3ccco3)c3ccccc3n2)c1O
(2) CSCCC1COC(c2cccs2)=N1 (stereo not given)
(3) COc1ccc2[nH]c3c(=O)n(Cc4ccco4)cnc3c2c1
(4) c1ccc(N2OCC3Cn4c(nc5ccccc54)C32)cc1 (stereo not given)
(5) CC(=O)c1cccc(NC(=O)C2CCN(S(C)(=O)=O)CC2)c1
(6) COCc1ccc(CN2CCCC(CCC(=O)NCc3cccc(OC)c3)C2)o1 (stereo not given)
(7) CCn1nccc1C(=O)Nc1nc2ccccc2n1CCN1CCCCC1
(8) CC(C)Oc1ccc(C2CNC(=O)C2)cc1 (stereo not given)
Screen / compound no.	1	2	3	4	5	6	7	8
14-3-3 Bad inh	x	-21.7	2.4	-1.5	-2.9	3.5	-5.4[fluorescence artefact?]	-0.1
EP2 modulator	x	18.4	-7.3	21.8	1.1	8.3	-11.2	7.7
EP2 antag	17.9	5.6	20.9	5.3	3.9	9.8	17.0	9.9
L929 necroptosis	-0.2	-0.2	-0.1	-0.4	1.0	-0.7	-0.1	1.4
Hck-Nef inh	-0.3	-11.2	0.2	16.2	-0.8	19.3	-0.9	5.5
Rad51 HR inh	-0.5	7.4	-0.8	-1.4	-3.1	2.9	-0.6	9.2
m-calpain inh	x	-6.2	-115.2	9.5	10.3	-18.0	1.6	-4.8
eIF4E 4G PPI	x	1.2	1.1	0.9	-1.9	-1.6	4.3	-1.3
Tb hexokinase	-29.5	-2.1	-3.8	-13.7	-4.0	-4.7	-25.6	1.3

(9) CCOC(=O)c1sc2nc(C)nc(N3CCCCC3C)c2c1C (stereo not given)
(10) O=C(Nc1cccc(Cl)c1)N1CCN(c2ncccn2)CC1
(11) Cn1cc(CN2CCc3c([nH]c4ccccc34)C2C2CCCCC2)cn1 (stereo not given)
(12) Cn1c2c(c(=O)c3ccccc31)CCC(C)(C)O2
(13) CC(=O)Nc1ccc(N/C(N)=N/c2nc(C)cc(C)n2)cc1
(14) FC(F)(F)c1cnc(N2CCCN(C(=S)Nc3ccccc3)CC2)c(Cl)c1
(15) CC1=CC(C)(C)N=C(Nc2ccc(C)cc2)S1
(16) Cc1ccc2nc(NC(=O)CC3Oc4ccccc4NC3=O)sc2c1 (stereo not given)
Screen / compound no.	9	10	11	12	13	14	15	16
14-3-3 Bad inh	-0.6	-0.1[fluorescence artefact?]	-10.6	-8.1	-8.7	-7.8	-6.8	0.6
EP2 modulator	58.6	-0.3&-39.3	23.2	20.5	-36.8	9.9	-4.2	-43.0
EP2 antag	18.2	2.3&10.4	7.7	3.0	6.5	8.3	4.5	3.5
L929 necroptosis	2.3	0.1	-0.7	2.2	0.5	0.1	-0.7	1.4
Hck-Nef inh	17.6	-1.0	14.5	1.5	-22.8	10.3	0.6	24.1
Rad51 HR inh	2.4	1.5	-1.9	9.9	-0.2	25.4	-4.9	-5.7
m-calpain inh	8.1	1.3	-48.3	-0.3	14.2	22.2	12.0	-12.1
eIF4E 4G PPI	2.3	1.6[fluorescence artefact?]	-1.0	14.8[fluorescence artefact?]	1.9	1.8	3.4	-6.7
Tb hexokinase	-9.3	3.4	-6.6	-6.8	4.4	-2.9	5.1	-16.5

(17) COc1ccc(N2CCN(C(=O)CSc3nnc(-c4ccc5[nH]c(C)c(C)c5c4)o3)CC2)cc1
(18) c1ccc(CN2CCC3(CC2)Nc2ccccc2CO3)cc1
(19) CC(=O)NNC(=S)NC(=O)c1ccc(C)cc1
(20) COC(=O)c1ccc(CNC(=O)CNc2cc(C(F)(F)F)ccc2N2CCOCC2)cc1
(21) COc1cccc(C2=NOC(C(=O)Nc3ccccc3SC)C2)c1 (stereo not given)
(22) COc1ccc(CCNC(=O)CSc2ccc(-c3ccccc3)nn2)cc1
(23) S=C(Nc1ccc(Cl)cc1Cl)N1CCOCC1
(24) O=C(c1ccc([N+](=O)[O-])cc1)N(Cc1ccccc1)c1ccccn1
Screen / compound no.	17	18	19	20	21	22	23	24
14-3-3 Bad inh	0.2	-21.5	-13.7	-24.6	8.4	6.9	-1.9[fluorescence artefact?]	1.5
EP2 modulator	-42.5	17.0	26.2	8.5	7.5	-6.6	2.6	8.2
EP2 antag	10.7	12.3	8.3	16.3	7.3	7.8	4.7	3.6
L929 necroptosis	0.2	0.1	7.9	11.9	-0.4	0.7	-0.5	-0.7
Hck-Nef inh	2.7	0.6	22.7	-3.7	-21.1	0.7	1.6	-7.2
Rad51 HR inh	-4.2	-2.0	4.1	-1.6	-0.7	4.5	-3.4	-6.8
m-calpain inh	-27.4	-4.7	-28.2	-9.6	-0.5	-8.9	19.5	13.5
eIF4E 4G PPI	-19.1	-3.8	-2.0	11.9	1.3	2.9	2.0	2.8
Tb hexokinase	-10.6	8.1	-8.6	-11.2	32.7	-2.2	31.2	2.2

(25) Cc1cc(C)cc(NC(=O)CC23CC4CC(C2)CC(n2nnc(C)n2)(C4)C3)c1
(26) CCCNC(=O)COC(=O)c1ccccc1OCC(=O)Nc1ccc(Br)cc1
(27) O=C(CSc1nnc(-c2cccs2)n1-c1ccccc1)N1CCN(C(=O)c2ccco2)CC1
(28) CCc1cc(=O)oc2cc(OCC(=O)O)c(Cl)cc12
(29) CSc1ncccc1C(=O)NCc1ccc(C)cc1
(30) COc1cccc(CNC(=O)C2CCN(S(=O)(=O)c3cnc[nH]3)CC2)c1
(31) O=C(Nc1nccs1)c1sc2ccccc2c1Cl
(32) CCOCCCNCc1cccc(OCc2ccc(F)cc2)c1
Screen / compound no.	25	26	27	28	29	30	31	32
14-3-3 Bad inh	-6.6[fluorescence artefact?]	0.3	2.8[fluorescence artefact?]	-2.2[fluorescence artefact?]	8.0	-9.9	2.1	-1.6
EP2 modulator	16.1	-16.5	8.2	16.7	6.3	-2.6	-14.6	-39.5
EP2 antag	3.1	7.3	8.4	10.9	19.8	7.2	16.0	11.6
L929 necroptosis	1.2	x	-0.3	1.0	-0.4	0.5	0.3	-0.1
Hck-Nef inh	4.2	6.0	-1.1	0.3	11.4	-0.8	-1.4	-0.1
Rad51 HR inh	4.8	31.2	1.7	-2.6	1.0	5.0	1.1	6.3
m-calpain inh	3.6	13.1	-44.1	-17.5	-17.0	4.1	-10.4	15.3
eIF4E 4G PPI	8.6[fluorescence artefact?]	1.3	3.9[fluorescence artefact?]	5.1	0.6	1.5	3.0	-6.8
Tb hexokinase	23.6	-0.7	4.4	-10.9	-4.9	1.2	-3.7	14.1

(33) CC(C)CCNC(=O)C(=O)NC1CCCC1
(34) Cc1nnc(SCC(=O)N(C)c2ccccc2)n1Cc1ccccc1
(35) Cn1c(Cn2nnc3ccccc32)nnc1SCC(=O)Nc1ccc2c(c1)OCO2
(36) O=C(O)CCS(=O)(=O)Cc1cccc(Cl)c1
(37) O=C(CSc1nc2ccccc2n1Cc1ccc(Cl)cc1)N/N=C/c1ccc(C(=O)O)cc1
(38) Cc1c(NC(=O)c2cccs2)c(=O)n(-c2ccccc2)n1C
(39) Cc1occc1C(=O)NCCCCNC(=O)c1ccoc1C
(40) C/C(=N\N=C1\NC(=O)C(CC(=O)O)S1)c1ccccn1 (stereo not given)
Screen / compound no.	33	34	35	36	37	38	39	40
14-3-3 Bad inh	-8.6	-14.8	-7.0[fluorescence artefact?]	10.2[fluorescence artefact?]	-6.0	-5.4	-6.4[fluorescence artefact?]	-6.7
EP2 modulator	25.0	7.2	12.5	26.6	14.3	7.9	-5.9	20.4
EP2 antag	5.6	4.3	13.9	6.4	-1.7	5.6	9.2	11.0
L929 necroptosis	x	1.3	-0.6	-0.1	1.6	23.5	0.2	-0.3
Hck-Nef inh	2.2	20.1	1.2	0.1	36.8	19.2	3.0	2.4
Rad51 HR inh	x	8.4	0.8	-12.6	12.8	18.0	-0.4	-25.6
m-calpain inh	-3.0	-13.5	-28.4	-22.0	12.8	-8.9	-24.3	9.3
eIF4E 4G PPI	-1.1	2.1	-1.3[fluorescence artefact?]	4.8[fluorescence artefact?]	0.4	-3.3	-1.3[fluorescence artefact?]	1.3
Tb hexokinase	2.4	7.4	3.0	-2.4	0.7	1.2	6.2	-20.1

An excerpt from above in order of count of non-hydrogen atoms, low to high:
(33) CC(C)CCNC(=O)C(=O)NC1CCCC1
(38) Cc1c(NC(=O)c2cccs2)c(=O)n(-c2ccccc2)n1C
(34) Cc1nnc(SCC(=O)N(C)c2ccccc2)n1Cc1ccccc1
(35) Cn1c(Cn2nnc3ccccc32)nnc1SCC(=O)Nc1ccc2c(c1)OCO2
(37) O=C(CSc1nc2ccccc2n1Cc1ccc(Cl)cc1)N/N=C/c1ccc(C(=O)O)cc1
Screen / compound no.	33	38	34	35	37
14-3-3 Bad inh	-8.6	-5.4	-14.8	-7.0[fluorescence artefact?]	-6.0
EP2 modulator	25.0	7.9	7.2	12.5	14.3
EP2 antag	5.6	5.6	4.3	13.9	-1.7
L929 necroptosis	x	23.5	1.3	-0.6	1.6
Hck-Nef inh	2.2	19.2	20.1	1.2	36.8
Rad51 HR inh	x	18.0	8.4	0.8	12.8
m-calpain inh	-3.0	-8.9	-13.5	-28.4	12.8
eIF4E 4G PPI	-1.1	-3.3	2.1	-1.3[fluorescence artefact?]	0.4
Tb hexokinase	2.4	1.2	7.4	3.0	0.7

Additional records follow:
(41) CCCC(=O)c1c(NCCO)cc(C)oc1=O
(42) Cc1ncc([N+](=O)[O-])n1CC(=O)NC1CCCC1
(43) O=C(/C=C/c1cccc(OCc2ccccc2)c1)c1cccnc1
(44) O=S(=O)(c1cccc(-c2nnc(SC(F)F)n2-c2ccccc2)c1)N1CCCCC1
(45) Cc1nc(CC(=O)c2c(C)cc(O)cc2O)cs1
(46) CC1N=C2c3ccccc3N=C(SCc3cc(=O)n4cc(Cl)ccc4n3)N2C1=O (stereo not given)
(47) CCCOc1ccc(C2C(=O)N(C3CCCCC3)CC(=O)N2CCCOCC)cc1OC (stereo not given)
(48) CCN(CC)CCN(Cc1cc2cc(C)cc(C)c2[nH]c1=O)C(=S)NCc1ccco1
(49) C=C1/C(=C\C=C2/CCC[C@]3(C)[C@@H]([C@H](C)CCCC(C)(C)O)CC[C@@H]23)C[C@@H](O)C[C@@H]1O
Screen / compound no.	41	42	43	44	45	46	47	48	49
14-3-3 Bad inh	-0.3	-0.6	53.0	1.0	15.1	-12.1	13.2	1.0	-2.2
EP2 modulator	-6.0	11.8	-5.2	11.8	28.7	23.1	7.4	8.0	x
EP2 antag	4.7	1.3	14.8	11.9	11.1	14.0	x	12.2	21.7
L929 necroptosis	0.5	0.9	1.4	-1.7	0.4	-0.5	0.0	0.5	x
Hck-Nef inh	-6.0	-0.1	0.5	1.8	1.1	1.5	-0.5	0.7	x
Rad51 HR inh	2.2	4.3	4.2	-4.9	5.4	4.3	x	x	-2.1
m-calpain inh	19.9	5.1	-16.6	-0.2	-14.9	-305.0	-4.8	-18.2	13.9
eIF4E 4G PPI	0.6	6.5	12.1	5.4	4.0	-1.1	-2.5[fluorescence artefact?]	-2.6	3.0
Tb hexokinase	-8.6	-6.1	-2.7	-2.7	-65.3	-25.0	3.0	-2.0	x

A portion of the library. The share of hits here may be higher or lower than overall.
